# eLon inh: inhibitors of E. coli Lon protease | purified E. coli Lon protease, fluorescence polarization | inhibition, % at 7.94 µM | 0.42% of 360,000 active | AID 602123; in the data active = inhibition above about 13%, passing the limit was not always enough;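 also: 0% = enzyme with probe and DMSO and 100% = no enzyme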
# STEP inh: inhibitors of human striatal-enriched phosphatase STEP; AID 588621; inhibition, % at 20 µM; recombinant STEP, OMFP fluorogenic substrate, fluorescence; 0.25% of 360,000 active; P54829;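 active = inhibition at 20 µM, scaled per plate between control wells, above about 37%, limit read from the data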;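 also: 0% = DMSO with enzyme and substrate and 100% = substrate only without enzyme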
#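 medium = Bis-Tris buffer pH 6.0, 2.5 mM DTT, 0.005% Tween 20 | test system = STEP (striatal-enriched tyrosine phosphatase) enzyme, cell-free | measure = normalized % inhibition | compound dosing = 20 µM, 1% DMSO | also added = 25 µM OMFP | schedule = reaction 20 min, ambient temperature | measured by = fluorescence read at 480 nm ex / 540 nm em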
# LMPTP inh: LMPTP (human) inhibition; P24666; recombinant LMPTP-A, OMFP fluorogenic substrate, fluorescence intensity; inhibition, % at 20 µM; 0.22% of 360,000 active;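 active = compounds that cut the enzyme signal by at least half of the control window in the single-dose screen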;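 also: plate controls were DMSO wells with enzyme plus substrate for no effect and substrate without enzyme for full effect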
#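 Assay system: LMPTP-A, protein tyrosine phosphatase of low molecular weight / Medium: pH 6.0 Bis-Tris buffer with DTT and Triton X-100 / Schedule: 50 min enzyme reaction at room temperature, protected from light / Measured by: endpoint fluorescence intensity from OMFP dephosphorylation / Read-out basis: % inhibition relative to no-enzyme and uninhibited control wells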
# Scp1 inh: blocks human Scp-1 phosphatase activity; Q9GZU7; Recombinant Scp1, phosphopeptide, malachite green phosphate absorbance; inhibition, % at 20 µM; 0.88% of 340,000 active;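 active = inhibition above about 50% at 20 µM, limit read from the data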;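 also: plate controls were DMSO wells with enzyme for no effect and wells lacking enzyme for full effect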
#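 Times: enzyme reaction 45 min at room temperature, colour 5 min, stabilisation 30 min. Material: SCP-1 catalytic fragment, aa 76-261. Medium: Acidic Tris acetate buffer with magnesium and detergent. Signal: colorimetric free-phosphate detection, absorbance 630 nm. Read-out basis: % inhibition of SCP-1 phosphate liberation. Reagent: Phosphorylated 17-residue peptide substrate.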
# TbMetRS inhib: blocks T. brucei methionyl-tRNA synthetase activity | inhibition, % at 11.9 µM | AID 624268 | purified T. brucei MetRS, ATP depletion, Kinase-Glo luminescence | 0.4% of 360,000 active;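 active = inhibition above a per-plate cutoff of the control wells' mean inhibition plus 3 SD, cut at about 5.5% in these data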;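 also: 0% = DMSO wells median and 100% = median of wells with control inhibitor compound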
#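 Material: parasite MetRS enzyme / Replication: singlicate, one well per compound / Signal: luminescence of leftover ATP / Schedule: 2 h aminoacylation at 25 °C after 15 min preincubation / Medium: HEPES-MgCl2-KCl buffer plus DTT, spermine, BSA, pyrophosphatase / Doses: 11.9 µM single point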
# DNMT1 inh: DNMT1 (human) enzyme inhibition. inhibition (reported as % activation of signal), % at 10 µM. 0.83% of 360,000 active. P26358. DNMT1 molecular beacon, Hinp1I cleavage, fluorescence; in the data active = inhibition above about 50%
# MsrA act: activators of bovine methionine sulfoxide reductase A | purified bovine MsrA, absorbance read-out | activation, % at 10.6 µM | AID 602163 | 0.3% of 360,000 active; in the data active = activation above about 7.5%;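 also: 0% = vehicle and 100% = reference activator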
# NRP1-CendR mod: modulators of CendR peptide binding to human neuropilin-1 | inhibition, % at 25 µM | FAM-RPARPAR peptide binding to NRP-1, fluorescence polarization | AID 602438 | O14786 | 0.85% of 360,000 active;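 active = inhibition or corrected inhibition above about 18%, plus a signal ratio from 0.5 to 1.5, limit read from the data, passing the limit was not always enough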; also: strong numbers were not always called active
# Target sequence (O14786 whole entry, looked up): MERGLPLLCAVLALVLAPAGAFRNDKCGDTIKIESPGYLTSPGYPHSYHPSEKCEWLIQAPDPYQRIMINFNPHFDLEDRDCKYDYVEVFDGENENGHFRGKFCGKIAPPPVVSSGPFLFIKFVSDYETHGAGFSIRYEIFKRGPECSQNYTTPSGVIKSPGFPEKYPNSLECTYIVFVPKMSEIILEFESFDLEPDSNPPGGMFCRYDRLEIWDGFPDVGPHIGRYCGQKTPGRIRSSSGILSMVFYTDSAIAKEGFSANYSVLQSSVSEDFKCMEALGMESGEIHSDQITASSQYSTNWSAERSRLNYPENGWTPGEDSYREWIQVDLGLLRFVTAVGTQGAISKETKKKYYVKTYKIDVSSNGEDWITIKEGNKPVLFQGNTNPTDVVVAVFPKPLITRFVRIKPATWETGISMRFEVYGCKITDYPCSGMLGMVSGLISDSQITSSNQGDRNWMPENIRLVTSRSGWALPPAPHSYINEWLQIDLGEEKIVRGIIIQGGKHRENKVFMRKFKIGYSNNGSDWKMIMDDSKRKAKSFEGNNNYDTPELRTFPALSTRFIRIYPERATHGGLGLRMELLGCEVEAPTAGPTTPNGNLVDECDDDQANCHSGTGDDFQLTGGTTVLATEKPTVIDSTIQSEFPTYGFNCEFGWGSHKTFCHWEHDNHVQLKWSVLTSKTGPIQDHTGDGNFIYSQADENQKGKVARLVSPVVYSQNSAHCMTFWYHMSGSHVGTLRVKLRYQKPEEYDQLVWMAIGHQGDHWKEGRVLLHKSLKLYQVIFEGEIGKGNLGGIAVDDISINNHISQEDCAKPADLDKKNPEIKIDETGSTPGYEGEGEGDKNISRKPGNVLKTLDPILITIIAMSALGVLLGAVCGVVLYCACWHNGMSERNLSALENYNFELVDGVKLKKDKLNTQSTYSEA
# SUMO1 PPI mod: alters human SUMO1 binding to SIM partners; SUMO1 binding to a labelled peptide, TR-FRET, 1 h; inhibition, % at 20 µM; 0.33% of 360,000 active; AID 602429; in the data active = inhibition above about 37%
# Target sequence (P63165 whole entry, looked up): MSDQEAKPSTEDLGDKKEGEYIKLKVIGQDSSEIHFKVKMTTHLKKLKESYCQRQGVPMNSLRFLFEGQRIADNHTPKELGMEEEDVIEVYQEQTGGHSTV
# MsrA inhibitor: inhibitors of bovine MsrA; AID 651718; purified bovine MsrA, absorbance read-out; 0.75% of 360,000 active; inhibition, % at 15.5 µM; in the data active = inhibition above about 4.5%;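 also: 0% = vehicle wells with enzyme and 100% = reference inhibitor wells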
# * = called active by the depositor; . = no result given.
smiles,STEP inh,LMPTP inh,MsrA inhibitor,DNMT1 inh,NRP1-CendR mod,TbMetRS inhib,eLon inh,SUMO1 PPI mod,MsrA act,Scp1 inh
Cc1ccccc1N=C1N=C(N)c2ccccc21,2,-1.5,0.6,1,17,0.4,0,2,-1,-10
O=C(c1ccncc1)c1ccc(N2CCN(C3CC(=O)N(Cc4cccs4)C3=O)CC2)cc1 (centres undefined),2,2.8,1.9,-2,7,6.6*,14,-30,-2,3
Nc1ccc(S(=O)(=O)c2ccc(N3CCOCC3)c(N)c2)cc1,-2,-2.7,0.7,1,-2,-0.3,8,1,-8,.
OC(COc1ccccc1)CN1CCN(CC(O)COc2ccccc2)CC1 (centres undefined),-1,-0.1,-0.9,-1,-8,0.1,5,-3,-3,-5
CCOc1ccc(N(CCCCO)C(=S)NC(=O)c2ccc(C)c(Br)c2)cc1,-1,-1.7,-0.1,-4,-1,-0.2,6,-2,-3,-13
O=S(=O)(NCCC1CC1(Cl)Cl)c1ccccc1 (centres undefined),-2,-0.9,-0.5,-1,1,2.4,-2,4,-2,2
CCCn1nnc(NC(=O)C(c2ccccc2)c2ccccc2)n1,-2,-0.4,0.0,6,7,0.0,-1,4,3,-4
N=c1sccn1CC(=O)Nc1cc(Cl)ccc1[N+](=O)[O-],-3,2.7,1.7,-1,-6,0.0,-2,-25,1,-6
Cc1ccc(S(=O)(=O)N2[C@@H](c3ccc(Br)cc3)C(C(=O)O)=CC[C@H]2c2ccc(C(C)C)cc2)cc1,-2,2.6,-0.5,23,-76,-0.5,-6,27,-6,-8
CC(C(=O)Nc1cccc(S(=O)(=O)N2CCOCC2)c1)N1CCN(C)CC1 (centres undefined),-3,-3.9,0.6,-1,15,-0.2,-9,0,-3,1
c1ccc(Cc2cc[n+](Cc3ccccn3)cc2)cc1,-2,-1.3,-1.2,3,0,0.5,4,-10,-2,-4
CCOc1ccccc1C(=O)N(CN1CCCC1=O)c1cccc(Cl)c1,-1,-1.4,0.6,0,-3,-0.2,8,-1,-3,-2

# (list continues)
smiles,STEP inh,LMPTP inh,MsrA inhibitor,DNMT1 inh,NRP1-CendR mod,TbMetRS inhib,eLon inh,SUMO1 PPI mod,MsrA act,Scp1 inh
Cc1ccc(Cn2cc(CN3CC(N(C)C)CS3(=O)=O)nn2)cc1 (centres undefined),.,0.1,0.1,.,-7,0.5,5,1,-2,.
CCN(C(=O)CSc1nnc(C(C)N(C)C)n1-c1ccc(F)cc1)C1CCS(=O)(=O)C1 (centres undefined),-1,-4.3,0.3,1,5,-0.4,-2,-6,-3,-2
CC(=O)NC(CC(=O)Nc1nccs1)c1ccccc1 (centres undefined),-1,-0.7,0.2,1,1,-0.3,1,2,-2,2
COc1ccc(Nc2nc3ccc(C)cn3c(=O)c2/C=N/O)cc1,1,1.8,5.0*,-9,5,-0.3,0,-5,-1,-3
COCC(C)NC(=O)C1CC(=O)N(c2ccc(C)cc2)C1 (centres undefined),-4,0.3,-0.1,4,-8,-0.8,6,1,2,-5
COc1ccc(C2=NS(=O)(=O)N(C)C(C(=O)NC3CCCC3)=C2)cc1,2,0.3,6.1*,-2,4,-0.5,-4,-21,-2,-7
CC(C)C(=O)N1CCN(c2ccc([N+](=O)[O-])cc2Cl)CC1,-2,-1.5,1.2,3,-2,3.5,-9,-18,-3,-12
CN1CCN(S(=O)C23CC4CC(CC(C4)C2)C3)CC1 (centres undefined),0,-3.6,-1.1,-1,-6,-1.1,-1,-2,-2,1
COc1ccccc1C1CCN(C(=O)c2ccc(C(C)(C)C)cc2)CC1,3,7.3,-0.6,0,-4,-1.4,1,6,-2,-19
O=C(Nc1nccs1)c1nc[nH]c1C(=O)N1CCc2ccccc2C1,1,-1.2,0.1,0,9,-0.3,-3,2,-2,-3
COc1cc(CN2C(=O)C(CCc3ccccc3)ON=C2c2cnccn2)cc(OC)c1 (centres undefined),1,1.4,-1.2,7,-8,-0.1,5,6,-2,.
Cc1ccc(NS(=O)(=O)c2ccc(C(=O)N3CCCC(C(F)(F)F)C3)cc2)cc1 (centres undefined),2,0.6,1.3,0,3,-0.3,-10,0,-1,-11

# Next records
smiles,STEP inh,LMPTP inh,MsrA inhibitor,DNMT1 inh,NRP1-CendR mod,TbMetRS inhib,eLon inh,SUMO1 PPI mod,MsrA act,Scp1 inh
COc1ccc(CCN2C(=O)NC(NC(=O)CC(C)C)(C(F)(F)F)C2=O)cc1OC (centres undefined),2,-1.9,0.0,-4,1,0.1,3,-4,-2,-9
COc1cc(CN(CC2CCCO2)C(=O)c2ccco2)cc(OC)c1OC (centres undefined),-3,-0.4,0.8,2,16,-0.2,-1,3,-4,8
O=C(COC(=O)Cc1ccc(Cl)cc1)NCc1ccco1,7,-0.8,-0.2,88*,3,-0.2,-6,19,-4,82*
Cc1cc2cc(CNC(=O)c3ccc(S(=O)(=O)N4CCCCC4)cc3)ccc2[nH]1,4,2.0,-0.3,-11,-1,-0.4,1,6,-2,-5
O=C(O)C(Cc1ccc(F)cc1)c1ccccc1 (centres undefined),-1,-0.4,0.3,6,-8,-0.3,-1,-6,0,3
CCN(CC)S(=O)(=O)c1ccc(NN=C2CCN(C)CC2)c([N+](=O)[O-])c1,10,-0.4,-0.4,0,-6,-0.3,6,-23,-1,0
CCOc1ccc(N(Cc2ccc(OC)c(OC)c2)C(=O)c2ccco2)cc1,1,-0.1,0.3,2,-9,-0.9,12,-2,-7,-6
CC1CCN(C(=S)c2ccccc2O)CC1,6,-3.7,0.1,-2,6,-0.6,-8,0,-2,-7
CCOC(=O)C1=C(CSc2nc3c(cc2C#N)CCC3)OC(N)=C(C#N)C1c1ccccc1 (centres undefined),-1,3.7,1.0,-8,-15,0.7,-13,19,-1,-9
CCn1c(-c2ccc(N)cc2)nc2ccccc21,2,9.1,-0.4,-4,-7,-0.2,6,0,0,-9
COc1cc2c(cc1OC)C(c1ccc(N(C)C)cc1)NCC2 (centres undefined),-2,-2.0,0.0,-1,17,0.1,13,-5,-9,-11
CC(C)C(NC(=O)c1ccc(F)cc1)C(=O)N1CCN(c2ccccn2)CC1 (centres undefined),-2,-0.4,-0.7,1,1,-0.4,-8,6,-6,-1

# Next part
smiles,STEP inh,LMPTP inh,MsrA inhibitor,DNMT1 inh,NRP1-CendR mod,TbMetRS inhib,eLon inh,SUMO1 PPI mod,MsrA act,Scp1 inh
CC(=O)c1ccc(NC(=O)C(=O)c2cn(CC(=O)N3CCCCC3)c3ccccc23)cc1,3,-1.8,0.5,32,-6,-0.4,-12,-4,-2,9
CCOC(=O)C1=C(C)NC(=O)CC1c1cc(OC)c(OC)cc1Br (centres undefined),-2,-0.2,0.0,0,8,-1.4,1,-5,-11,11
Cc1ccc(NC(=O)CC(NCCN2CCOCC2)C(=O)O)cc1Cl (centres undefined),17,-2.8,0.6,0,-7,-1.6,-11,-2,-12,0
O=[N+]([O-])c1cccc(Cl)c1CSc1ccccn1,2,0.8,-0.1,1,-14,-0.6,-2,-10,0,14
COc1ccc(CCNC(=O)C/C(C)=N/NC(=O)c2ccc(N)cc2)cc1OC,0,-0.8,1.4,2,-9,-0.6,-1,-1,-11,0
CCOC(=O)CSc1nc(-c2ccccn2)ncc1OC,1,0.9,1.2,1,3,0.1,-3,-2,-3,-3
CCCn1c(=S)[nH]c2ccc(C(F)(F)F)cc21,18,-0.6,0.0,-2,-2,-0.1,-4,3,-4,-4
Cc1ccc(OCC(=O)NCCCNC(=O)c2ccncc2)cc1C,0,-1.1,0.1,-1,9,-0.6,6,-1,-3,-1
Cc1cc2cc(CCNC(=O)c3cccs3)c(=O)[nH]c2cc1C,-2,-0.8,1.6,-2,-16,0.0,-9,18,-1,-3
COc1cccc(NC(=O)CN2C(=O)COc3ccc(Cl)cc32)c1,4,0.8,1.7,0,-9,0.3,-5,5,1,-10
O=C(NCCCN1CCOCC1)C(Sc1ccccc1)c1ccccc1 (centres undefined),5,-1.4,-0.2,6,3,-2.3,5,-2,-12,1
COC(=O)c1cc2ccccc2n1Cc1ccc(Cl)nc1,0,0.9,-0.1,1,5,-1.7,1,-3,-8,-1

# Remaining list, next part:
smiles,STEP inh,LMPTP inh,MsrA inhibitor,DNMT1 inh,NRP1-CendR mod,TbMetRS inhib,eLon inh,SUMO1 PPI mod,MsrA act,Scp1 inh
CCN(CC)CCCNC(=O)C1CCN(C(=O)c2oc3cc4sc(N(C)C)nc4cc3c2C)CC1,-1,1.8,1.8,-3,-7,-0.3,5,-1,-6,-1
CCCn1nc(CC(=O)O)c2ccccc2c1=O,-2,-2.6,1.3,3,-4,-0.9,-7,-2,-4,-13
O=C(NOCc1ccccc1)c1ccc(Cl)cc1Cl,-1,0.2,1.5,-2,-3,-0.3,-8,1,0,0
Cc1ccsc1C(=O)N1CCC1(C)C(=O)NCCC#N (centres undefined),-1,0.4,-0.7,4,6,0.4,-3,-3,-3,.
O=C(CN1C(=O)COc2ccc(S(=O)(=O)N3CCCCCC3)cc21)NCc1ccc(F)cc1,-2,-0.7,0.4,-2,2,0.0,-3,4,3,15
Cc1c(C#N)c2ncn(Cc3ccccn3)c(=O)c2n1-c1ccccc1,0,-2.7,-0.3,-2,8,-1.3,-9,0,-8,-7
COc1ccc(Cl)cc1Cn1c(C)c(C(=O)NCc2ccc(F)cc2)sc1=O,2,2.5,0.1,-5,9,-0.2,0,4,0,.
Cn1c(NC(=O)c2ccc(F)cc2)c(-c2ccccn2)c(=O)c2ccccc21,-2,-1.7,1.4,-1,-2,0.3,8,-1,-1,-11
COc1ccccc1-n1nc(C)cc1N,-3,-2.1,-0.8,-5,-9,-1.1,-2,0,0,-4
COc1ccc(CNC(=O)c2ccccc2[N+](=O)[O-])cc1,-2,-2.2,.,3,26*,-0.2,-10,-16,-3,-9
CC(=O)c1ccc(NC(=S)NC(=O)/C=C/c2ccco2)cc1,6,-0.9,1.5,10,-5,-0.4,-10,3,-4,-3
CCOc1ccc(NS(=O)(=O)c2ccc(C(=O)N3CCN(c4ncccn4)CC3)cc2)cc1,1,-0.8,0.3,0,7,0.1,-4,3,-2,-5
NS(=O)(=O)c1ccc(NC(=O)c2cc(Cl)ccc2Cl)cc1,0,0.0,0.1,1,7,-0.5,-1,2,-10,3
CCn1nc(C)cc1C(=O)N1CCCC(C(=O)c2ccc3ccccc3c2)C1 (centres undefined),0,-0.9,0.5,-1,-14,-0.5,-11,-19,-4,-3

# Compound profiles, from the list above. Values in the order: STEP inh | LMPTP inh | MsrA inhibitor | DNMT1 inh | NRP1-CendR mod | TbMetRS inhib | eLon inh | SUMO1 PPI mod | MsrA act | Scp1 inh
# `CCn1nc(C)cc1C(=O)N1CCCC(C(=O)c2ccc3ccccc3c2)C1` (centres undefined) is listed with 0 | -0.9 | 0.5 | -1 | -14 | -0.5 | -11 | -19 | -4 | -3
# `CCCn1nc(CC(=O)O)c2ccccc2c1=O` is listed with -2 | -2.6 | 1.3 | 3 | -4 | -0.9 | -7 | -2 | -4 | -13
